Bioassay records: PubChem, Broad Institute
INS-1E GSIS act = primary screen for activators of insulin secretion dependent on glucose, INS-1E cells, GLuc reporter luminescence; INS-1E GLuc reporter insulin secretion, 2-3 h; activation, % at 16.6 µM; actives 0.61% (n = 370,000); AID 743287;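 active = lowest replicate activation of at least 40%, so every replicate reaches that level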;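 also: 0% = median of neutral control wells and 100% = median of IBMX positive control wells; some compounds called inactive have numbers as strong as hits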
PGC1a acetyl inh = lowers PGC1a acetylation signal in U2OS cells; AlphaScreen anti-acetyl-lysine; with virally co-expressed GCN5 acetyltransferase; inhibition, % at 15.6 µM; actives 0.17% (n = 350,000);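 active = every replicate shows inhibition of at least 40%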;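 also: 0% = neutral control wells and 100% = positive control wells; some results beyond the cut were filed as inactive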
miR-122 sensor = blocks miR-122 activity in Huh7 sensor cells | actives 0.3% (n = 340,000) | activation (reporter increase), % at 12.5 µM | AID 602342 | Huh7 miR-122 Renilla luciferase sensor, 48 h; neutral wells = 0, positive control = 100;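 active = mean replicate activation score at least 90 and every replicate individually at or above 90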;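 also: higher luciferase means less miR-122 activity so hits act as miR-122 inhibitors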
FN deposition inh = fibronectin deposition inhibition; AH1F fibroblasts, Alexa488-fibronectin deposition fluorescence, overnight; inhibition, % at 12.6 µM; actives 0.086% (n = 350,000);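 active = mean inhibition across replicates of 30% or more, regardless of how many single replicates reach that level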;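 also: positive control wells lacked labelled fibronectin entirely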
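test system = AH1F fibroblasts assembling fluorescent fibronectin matrix | quantity = 10000 AH1F cells per well | buffer or medium = DMEM plus 2% serum, read in PBS | doses = single dose, pinned | incubation = 1 h cell attachment, overnight exposure to compound and label | detection = fluorescence at 485 nm excitation, 525 nm emission | read-out basis = inhibition from reduced deposited-fibronectin fluorescence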
C2C12 statin = suppression of simvastatin myotoxicity | AID 602340 | rescue of ATP level, % at 7.49 µM | actives 0.78% (n = 330,000) | C2C12 myotubes + simvastatin, ATP luminescence, 48 h; scaled: DMSO 0, geranylgeraniol control 100;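 active = mean ATP rescue above about 67%, or every replicate alone reaching that limit, limit read from the data, passing the limit was not always enough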;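 also: myotubes were challenged with 10 µM simvastatin during compound exposure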
F508del corr = CFTR F508del correction in bronchial cells; CFBE cells, YFP halide quenching; stimulated with forskolin plus potentiator P3; % fluorescence drop versus neutral controls; activity (quench increase), % at 7.58 µM; actives 0.36% (n = 350,000); AID 720511;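 active = mean added fluorescence quench of at least 8% versus neutral control, with both replicates also reaching 8%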;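 also: cells transiently co-express mutant CFTR-F508del with the halide-sensitive YFP; corrector assay measuring rescue of mutant channel to the surface after 24 h compound exposure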
Cneo AK release = Cryptococcus neoformans lysis via adenylate kinase release | C. neoformans lysis, adenylate kinase release luminescence, 4 h; normalised: neutral wells 0, clomiphene wells 100 | lysis activity, % at 15 µM | actives 0.2% (n = 360,000) | AID 651654;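 active = mean lysis activity across replicates of at least 80%, whatever share of replicates individually reach that level; inactive = mean lysis activity below 80%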
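read-out = cell lysis signal | test system = log-phase Cryptococcus neoformans yeast cells | input = cells at 5 × 10^6 per mL | medium = fresh YPD growth medium | signal = luminescent adenylate kinase detection reagent | timing = 4 h at 37 °C static, read 1 h later | dosing = single dose | controls = Clomiphene as positive lysis control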
PglD inh = inhibitors of Campylobacter jejuni PglD acetyltransferase; purified PglD enzyme, DTNB colorimetric CoA detection; actives 0.098% (n = 360,000); inhibition, % at 12.5 µM; AID 602405; in the data active = inhibition above about 16%, passing the limit was not always enough; also: strong numbers were not always called active
An asterisk follows results filed as active; / = no result given; [ ] = dose if it differs, or a comment.

SMILES | INS-1E GSIS act | PGC1a acetyl inh | miR-122 sensor | FN deposition inh | C2C12 statin | F508del corr | Cneo AK release | PglD inh
COC(=O)[C@@]1(Cc2ccccc2)[C@H]2C(=O)N(C)C(=O)[C@H]2[C@H]2CN=C(SCc3ccc(Cl)cc3)N21 | -10.8 | 7.6 | -1.7 | -7.4 | -12.0 | 4.5 | 0.1 | 4.0
CCn1c(SCC(=O)Nc2cccc(NC(=O)c3ccco3)c2)nnc1-c1cccs1 | / | -29.9 | 3.0 | / | -5.1 | / | 0.4 | 1.0
COc1ccccc1CNC(=O)N1CCN(c2ccccc2C)CC1 | -4.0 | / | / | 3.5 | 5.5 | -1.3 | 2.9 | 5.7
COCC(C)NC(=O)c1ccccc1OC(C)=O (stereo not given) | / | 11.8 | / | 2.4 | -6.7 | / | 3.3 | -4.4
Cc1ccc(CNC(=O)CN(CCc2ccccc2)S(C)(=O)=O)cc1 | -13.9 | 3.6 | / | 6.2 | / | -1.4 | / | /
COc1ccc(CCC(=O)Nc2cc(Cl)ccc2OC)cc1 | / | -2.1 | -0.4 | / | -8.3 | / | -1.2 | 3.8
COc1ccc(NC(=O)N(C)[C@H]2C[C@H]3c4[nH]c5ccccc5c4CCN3C(=O)[C@H]2CO)cc1 | -5.6 | 10.6 | -3.8 | 1.8 | 22.4 | -1.9 | 0.9 | 4.8
C=CCc1cc(C)ccc1OCCn1ccnc1 | / | -6.3 | -5.4 | 4.3 | -8.9 | / | 4.2 | 2.7
Cc1ccc(S(=O)(=O)N(C)C)cc1[N+](=O)[O-] | -1.0 | 4.8 | -5.4 | -8.8 | 6.9 | -2.8 | / | /
Cc1ccc(NS(=O)(=O)c2c(C)[nH]c(=O)[nH]c2=O)c(Br)c1 | 4.1 | 2.8 | / | -2.4 | 9.7 | -1.7 | -0.9 | -0.7
CCOc1ccc(CCNC(=O)COC(=O)c2ccco2)cc1OCC | / | 4.9 | -1.6 | / | 12.0 | / | 1.3 | -1.4
COc1ccc(S(=O)(=O)Nc2ccc3c(c2)C(=O)N([C@@H](C)CO)C[C@H](C)[C@@H](CN(C)C(=O)NC(C)C)OCCCC[C@@H](C)O3)cc1 | -10.5 | -9.4 | -1.2[16.7 µM] | / | / | 1.2 | 56.3 | 2.6
O=S1(=O)OCCC(c2ccccc2)N1Cc1ccccc1 (stereo not given) | 6.1 | -1.3 | -3.7 | -7.2 | 7.9 | 1.4 | 3.3 | 3.9
CCOC(=O)N1CCN(CCC(=O)Nc2cccc(C)c2)CC1 | -5.8 | 6.5 | 0.9 | -3.1 | -30.3 | 0.7 | 0.1 | 5.3
C[C@@H]1CN([C@@H](C)CO)C(=O)c2cc(/C=C/c3ccccc3)cnc2O[C@H]1CN(C)S(=O)(=O)c1ccc(F)cc1 | 25.1 | -14.4 | -3.5[16.7 µM] | 8.7 | 26.8 | -1.2 | -2.6 | -3.7

By substructure: the entries above containing four or more nitrogen atoms.
SMILES | INS-1E GSIS act | PGC1a acetyl inh | miR-122 sensor | FN deposition inh | C2C12 statin | F508del corr | Cneo AK release | PglD inh
CCn1c(SCC(=O)Nc2cccc(NC(=O)c3ccco3)c2)nnc1-c1cccs1 | / | -29.9 | 3.0 | / | -5.1 | / | 0.4 | 1.0
COc1ccc(NC(=O)N(C)[C@H]2C[C@H]3c4[nH]c5ccccc5c4CCN3C(=O)[C@H]2CO)cc1 | -5.6 | 10.6 | -3.8 | 1.8 | 22.4 | -1.9 | 0.9 | 4.8
COc1ccc(S(=O)(=O)Nc2ccc3c(c2)C(=O)N([C@@H](C)CO)C[C@H](C)[C@@H](CN(C)C(=O)NC(C)C)OCCCC[C@@H](C)O3)cc1 | -10.5 | -9.4 | -1.2[16.7 µM] | / | / | 1.2 | 56.3 | 2.6

(next part)
SMILES | INS-1E GSIS act | PGC1a acetyl inh | miR-122 sensor | FN deposition inh | C2C12 statin | F508del corr | Cneo AK release | PglD inh
CS(=O)(=O)Nc1ccc(C(=O)CC(=O)Nc2ccc([N+](=O)[O-])cc2)cc1 | -6.4 | -13.4 | 6.3 | 7.1 | -2.0 | -0.5 | 4.0 | -7.3
COc1ccc(-c2ccc3c(c2)O[C@@H](CN(C)Cc2cccnc2)[C@@H](C)CN([C@H](C)CO)S3(=O)=O)cc1 | -12.4 | -3.5 | / | / | 0.5 | -1.7 | -0.5 | 2.3
Cc1cc(/C=C(\C#N)C(=O)N2CCCCC2)cc(C)c1O | 10.1 | / | / | 0.3 | 2.1 | 3.3 | -0.5 | 2.9
CCCCOc1ccc(NC(=O)c2cnc(C)cn2)cc1 | / | -10.7 | -5.0 | -0.2 | -2.4 | / | -3.5 | 3.0
N#Cc1c(NC(=O)CSc2ncnc3sccc23)oc(-c2ccco2)c1-c1ccco1 | -1.0 | 20.0 | -2.1 | / | 21.6 | / | 0.5 | -7.1
Cc1ccnc2nc(C(=O)OCC(=O)N(Cc3ccccc3)C(C)(C)C)nn12 | 17.9 | 2.4 | -13.2 | 5.0 | 7.0 | -0.3 | -1.2 | -0.7
C[C@@H]1CCCCO[C@@H](CN(C)C(=O)Nc2ccc3c(c2)OCO3)[C@H](C)CN([C@H](C)CO)C(=O)c2cc(NC(=O)CCC(F)(F)F)ccc2O1 | -9.6 | 0.6 | -6.8[16.7 µM] | / | / | 1.7 | -0.6 | -1.5
CC1(C)CC(=O)c2cc(C(=O)N3CCN(CCO)CC3)c(=O)n(-c3ccc(Cl)cc3)c2C1 | / | 18.4 | -1.3 | / | -6.2 | / | 1.4 | -3.2
CC1=CC2=NC(=O)CC(C)(C(=O)N(CC(=O)NC(C)(C)C)Cc3ccccc3)N2C=C1 (stereo not given) | -5.3 | 8.3 | / | -8.3 | -2.7 | -2.1 | -0.2 | -1.5
Cc1ccccc1C(=O)NCC(=O)Nc1ccccc1C(F)(F)F | -1.8 | 10.7 | -0.4 | 7.5 | 0.9 | 3.7 | -0.4 | 2.0
CCN(CCNS(=O)(=O)c1ccc2[nH]c(=O)sc2c1)c1ccccc1 | / | / | 19.2 | -0.9 | 4.3 | 3.2 | -2.0 | 3.7
O=C(NCc1ccco1)c1cc(-c2ccccc2)nn1CC1CC(c2cccnc2)=NO1 (stereo not given) | -2.1 | 12.5 | 0.2 | 3.2 | -2.3 | 1.5 | -1.1 | -3.2
CC(CCC(=O)NN)C1CCC2C3CCC4CC(O)CCC4(C)C3CCC12C (stereo not given) | / | -6.9 | -4.0 | -7.3 | 5.5 | 3.4 | / | /
COc1ccccc1OCC(=O)Nc1ccc(CSc2ccccc2)cc1C | / | -4.1 | -11.2 | -3.1 | / | / | 1.5 | 2.0
COc1ccc(S(=O)(=O)Nc2ccc3c(c2)CC(=O)N([C@@H](C)CO)C[C@H](C)[C@@H](CN(C)C(=O)NC2CCCCC2)O3)cc1 | 10.6 | 4.5 | 4.8[16.7 µM] | / | -24.0 | -1.7 | 0.0 | 4.1
COc1ccc(Nc2nc(C)cc(C)c2C#N)cc1 | / | 2.2 | 4.7 | / | -17.2 | / | -2.3 | -5.8
CCCCOC(=O)Nc1ccc(S(=O)(=O)Nc2nc(C)cc(C)n2)cc1 | 24.2 | -0.4 | / | / | 10.5 | 0.4 | 4.4 | -4.7
COc1ccc(NC(=O)CCCCCn2nnc3ccccc3c2=O)cc1 | -6.1 | / | / | / | -1.3 | -1.6 | 2.8 | 6.2
O=C(NC(Cc1ccccc1)C(=O)NCCc1ccccn1)c1ccccc1 (stereo not given) | -0.7 | / | 6.8 | -3.9 | 2.1 | -0.9 | 5.5 | -1.6
Cc1nnc(SCc2ccc([N+](=O)[O-])cc2)[nH]c1=O | 11.8 | -2.3 | 0.0 | -6.8 | / | -1.3 | / | /
Clc1ccccc1NN=Cc1ccccn1 | -1.9 | / | / | 7.7 | / | -0.1 | 1.9 | 5.7
O=C1C=C(c2cccc(Cl)c2O)C[C@@H](c2ccc(F)cc2)C1 | / | 9.3 | -4.6 | 9.9 | -3.0 | 0.1 | -3.4 | -1.3
N=C(N)SCc1ccccc1Cl | 11.7 | -33.0 | -5.5 | 17.7 | / | / | -0.3 | -4.4
CCN1CC(=O)N2[C@@H](CO)[C@H](c3ccc(Br)cc3)[C@@H]2C1 | -8.1 | 13.3 | / | -0.2 | / | -1.7 | / | /
CCC(=O)N1[C@H](CO)[C@@H](c2ccc(C3=CCCCC3)cc2)[C@@H]1CN(C)C(C)=O | -9.2 | 3.5 | 21.4[16.7 µM] | 17.3 | 31.9 | -3.4 | -1.7 | -1.8
CCC1=NN2C(=N)/C(=C/c3ccc(OS(=O)(=O)c4ccccc4)c(OC)c3)C(=O)N=C2S1 | 3.4 | / | / | -1.9 | 5.6 | -0.3 | -2.2 | -0.7
C[C@@H]1CN([C@H](C)CO)C(=O)c2ccccc2-c2ccccc2CO[C@H]1CN(C)C(=O)Nc1ccccc1C(F)(F)F | -0.3 | 2.8 | / | -6.6 | / | -0.2 | -0.7 | 2.5
COc1ccc(CN2CCCCC2C)c(C)c1C (stereo not given) | / | 3.7 | 1.2 | / | / | / | 3.6 | 2.6
COCCNC(=O)Cn1nc(C)c([N+](=O)[O-])c1C | 15.9 | 0.1 | -3.2 | -3.5 | 1.6 | 0.5 | 2.3 | -0.6
O=C(NC1CC1)c1ccc(S(=O)(=O)NCC2CCCCC2)cc1 | -1.2 | -7.2 | 36.3 | / | -0.6 | -2.0 | 1.6 | -0.7
Cc1cc(C(=O)COC(=O)C23CC4CC(CC(O)(C4)C2)C3)c(C)n1C | 2.5 | -2.9 | -8.6 | -2.1 | 2.5 | 4.1 | / | /
CCOc1ccc(CC(C(N)=O)C(N)=O)cc1 | 1.1 | 4.5 | -3.2 | 6.4 | 8.4 | -0.8 | 0.3 | -2.0
Cc1ccccc1S(=O)(=O)N1C[C@H](O)COC[C@@H]2O[C@H](CC(=O)N3CCN(C)CC3)CC[C@H]21 | -1.0 | 4.2 | -5.7[16.7 µM] | 3.5 | -2.8 | 2.5 | 0.8 | 0.5
O=C(CSc1nc2ccccc2c(=O)n1-c1ccccc1)NCc1ccc2c(c1)OCO2 | 109.6* | -11.4 | 1.2 | 4.5 | 48.3 | / | -0.3 | 3.2
CN1CCN(C(=O)c2cc3c(n(-c4ccccc4)c2=O)CC(C)(C)CC3=O)CC1 | / | -4.1 | -11.1 | 3.6 | 2.4 | / | 3.5 | 1.5
C[C@@H]1CN([C@H](C)CO)C(=O)c2cccc(NC(=O)Nc3ccc(C(F)(F)F)cc3)c2O[C@H]1CN(C)C(=O)Nc1ccccc1 | -8.3 | 4.0 | 1.3[16.7 µM] | / | 13.8 | -0.5 | -6.9 | -1.1
COc1cc(OC)c2c(-c3cccc(-c4ccc(NC(C)=O)cc4)c3)cc(=O)oc2c1 | 32.0 | 18.5 | 18.4 | / | -13.1 | 6.2 | -2.0 | -3.1
CNC(=O)CN1C(=O)C2C3C=CC(C3)C2C1=O (stereo not given) | 13.4 | 3.3 | 12.1 | 4.3 | 2.5 | / | 1.5 | -5.5
CN(CC(=O)Nc1ccc(F)c(F)c1F)C(=O)c1cc(S(=O)(=O)N(C)C)ccc1N1CCCC1 | 5.7 | -0.5 | 2.5 | -3.4 | 5.6 | -2.1 | 1.2 | -0.8
COc1ccc(NC(=O)COC(=O)c2ccc(O)cc2)c([N+](=O)[O-])c1 | -4.4 | -0.1 | / | -10.5 | / | -2.0 | / | /
C=CCn1c(SCC(=O)O)nnc1-c1cccc(Cl)c1 | / | 3.0 | -3.8 | / | -8.6 | / | -1.9 | 6.0
Cc1cccc(C(=O)Nc2ccc(CC(=O)O)cc2)c1 | / | 0.0 | -2.2 | / | -0.1 | / | 1.4 | 1.7
